Bioassay records: PubChem BioAssay, several laboratories
HSP90 inh – blocks HSP90-mediated luciferase refolding in reticulocyte lysate; inhibition, % at 5.6 µM; Rabbit reticulocyte lysate, luciferase refolding luminescence, 3 h; AID 1789; 0.91% of 290,000 active;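 active = inhibition above the screen-wide mean plus 3 SD, computed separately per campaign, cut at about 16% in these data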;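 note: 0% = DMSO wells and 100% = 60 µM geldanamycin wells; inhibitors lower the luminescence because luciferase stays unfolded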
AI-2 QS mod – modulates the Vibrio harveyi AI-2 quorum sensing system; Vibrio harveyi JMH597 AI-2 luminescence/OD600 ratio, 9 h; hits give low values; strain lacks LuxN and CqsS sensors; 0 = neutral-control median; activity change, % at 7.5 µM; 0.4% of 300,000 active; in the data active = activity change below about -75%, passing the limit was not always enough;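 note: luminescence divided by OD600 gain over 9 h not by final OD600 alone; inactives centre near 13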
HSF1 activator – increases HSF-1 driven luciferase reporter signal; NIH3T3-HGL HSF-1 luciferase reporter, MG132, 8 h; 100% = twice DMSO control signal; activation, % at 9 µM; 1.7% of 300,000 active;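 active = mean replicate activation of at least 50% with a set share of replicates each reaching 50%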;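 note: 0% = median of the neutral control wells and 100% = twice that signal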
Platelet DG rel – modulates dense granule release in human platelets; inhibition, %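 (compounds screened at 7.5 µM in platelet-rich plasma)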; human platelet-rich plasma, SFLLRN dense granule ATP release, luminescence; AID 1663; 0.22% of 300,000 active;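 active = mean replicate score, as percent of positive control, at or above 50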
KLF5 inh – inhibitors of KLF5 expression | DLD-1 KLF5 promoter-luciferase reporter, luminescence | inhibition, % at 5 µM | 0.23% of 290,000 active;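 active = inhibition above a per-plate limit of that plate's mean compound inhibition plus 3 SD, cut at about 60% in these data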;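 note: 0% = DMSO wells and 100% = LY294002 at 200 µM; higher means less KLF5 promoter-driven luciferase light; inactives centre near -14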
SKKanGAS inh – SKKanGAS growth inhibition; S. pyogenes SKKanGAS, kanamycin growth, BacTiter-Glo, 6 h; inhibition, % at 7.5 µM; 1.3% of 300,000 active; AID 1662;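 active = mean replicate score, as percent of positive control median, at least 50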;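 note: strain carries kanamycin resistance gene driven by streptokinase promoter and grows in 40 µg/ml kanamycin; loss of luminescence reflects streptokinase promoter inhibition or plain growth inhibition; 0% = median of DMSO wells and 100% = positive control at its reference dose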
aSyn UTR inh – MLPCN primary screen, SNCA 5' untranslated region; 0.82% of 300,000 active; alpha-synuclein 5'UTR reporter, inhibitor activity; inhibition, % (tested at 7.5 µM); in the data active = inhibition above about 60%;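 note: H4 neuroglioblastoma cells stably carrying SNCA 5'UTR luciferase fusion; 0% = DMSO wells and 100% = positive control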
HSF1 inh – HSF1 inhibition; NIH3T3-HGL HSE-luciferase, MG132-induced, luminescence 8 h; hits give low values; activity change, negative = inhibition, % at 7.5 µM (by protocol); 0.77% of 300,000 active; AID 2098;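 active = more than half of replicate wells show activity change below -50%, luminescence cut by over half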;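 note: luciferase reports HSF-1 transcriptional activity via heat shock element; 0% = median of DMSO wells and -100% = zero luminescence signal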
HIF activator – HIF pathway transcriptional activation. 0.32% of 300,000 active. AID 1910. U2OS HRE-luciferase reporter, luminescence; normalized: DMSO 0%, desferrioxamine 100%. activation, % at 7.5 µM (by protocol);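 active = mean activation of at least 10% of the iron chelator positive control signal, with at least half of replicates also reaching 10%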
IEC-6 tox – kills IEC-6 intestinal cells in KLF5 counter-screen; 0.78% of 290,000 active; IEC-6 cytotoxicity, luminescence viability; inhibition, % at 5 µM; in the data active = inhibition above about 22%;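 note: 0% = plate median of test compound wells and 100% = cytotoxic reference compound wells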
An asterisk follows results filed as active; nt = no result given.

SMILES	HSP90 inh	AI-2 QS mod	HSF1 activator	Platelet DG rel	KLF5 inh	SKKanGAS inh	aSyn UTR inh	HSF1 inh	HIF activator	IEC-6 tox
O=C(CCCCCNC(=O)N1CCn2c1nc1ccccc12)NCc1ccccc1	0	58	25	-12	-7	6	-1	10	-0.7	8
CCC(=O)Nc1ccc(SC#N)cc1C	0	-28	-10	-2	-4	1	6	-5	-0.1	0
O=C(COC(=O)c1ccccc1NC(=O)c1ccco1)Nc1ncc(Cl)cc1Cl	-1	-2	8	9	-25	-9	6	1	-0.5	-1
O=[N+]([O-])c1ccc(N2CCCC2)cc1NC(c1ccccc1)c1ccccc1	-4	3	-5	-6	7	8	29	3	-0.1	-6
CCN(CC)S(=O)(=O)c1ccc(-c2cc(C(=O)OC)sc2C(F)(F)F)cc1	3	17	16	8	2	9	0	1	-0.7	-9
COc1ccc(C(NC(=O)C(C)C)c2ccc3cccnc3c2O)cc1 (centres undefined)	12	25	8	-9	85*	55*	79*	4	121*	22*
O=C(NC1CC1)C1CCN(C2CCN(C(=O)CC3=CCCCC3)CC2)CC1	-2	8	6	3	3	30	8	-1	0.0	-6
O=C(NCCCc1ccncc1)C1CCC(=O)N(Cc2cccc(F)c2)C1 (centres undefined)	-1	-12	-5	-3	-13	0	-9	3	-0.6	5
CCOc1ccc(N2C(=O)CC(Sc3nc4ccc(OCC)cc4s3)C2=O)cc1 (centres undefined)	-3	6	3	56*	-35	6	-48	-1	-0.1	-1
Cc1ccc(OCC(=O)NC(C)c2ccccc2)cc1C (centres undefined)	4	-1	9	4	-28	4	-20	-2	0.4	1
O=C1OC(N2C(=O)CC[C@H]2C(=O)Nc2ccc(Br)cc2F)c2ccccc21 (some centres undefined)	0	35	25	-2	-2	2	-9	3	0.0	0
COC(=O)c1cc(OC)c(OC)cc1NC(=O)CSc1nnnn1Cc1ccccc1	1	16	8	5	-12	-20	-15	4	0.1	-3
OCCNc1nnc(-c2ccccc2)c(-c2ccccc2)n1	nt	14	0	-2	nt	6	-10	-1	0.3	nt
COc1ccc(S(=O)(=O)N2CCOCC2)cc1NC(=O)CN(C)Cc1c(F)cccc1Cl	1	11	3	-2	-19	-11	7	0	-0.9	-2
O=C(/C=C/c1ccccc1)NC(NC(=S)Nc1cc(Cl)ccc1Cl)C(Cl)(Cl)Cl (centres undefined)	-2	30	3	-5	-11	52*	-16	0	0.2	-6
COC(=O)C1=C(C)NC(=O)C1(NC(=O)CN1CCCC1=O)C(F)(F)F (centres undefined)	-5	4	29	7	-5	-1	-1	12	-0.4	-7
O=C(Nc1ccc2oc(-c3ccccc3F)nc2c1)c1ccc2c(c1)OCCO2	0	13	5	-2	-53	21	-53	13	0.5	-4
O=C(COc1ccccc1)Nc1ccccc1Oc1ccccc1	7	13	-2	-2	6	-8	19	4	-0.2	-4
Cc1nc(C)c(C(=O)N2CCCC(C(=O)c3cc(F)ccc3F)C2)s1 (centres undefined)	2	21	12	-1	-29	-1	9	1	-0.6	0
Cc1cc(NC(=O)c2coc(=O)c(Br)c2)ccc1C(C)C	61*	5	-22	6	-27	-4	-75	-15	1.5	1
S=C(Nc1ccccc1)Nc1ccc(OCc2ccc(Cl)cc2Cl)cc1	-1	7	6	3	27	-2	96*	2	-5.5	-7
CCN(CC(=O)NC1CCS(=O)(=O)C1)S(=O)(=O)c1ccc(F)cc1 (centres undefined)	1	8	-3	-1	2	2	-2	-3	-0.6	2
Cc1ccc(/C=N/NC(=O)c2ccc(NC(=O)c3ccc(Cl)cc3)cc2)o1	-5	18	12	8	-13	-5	17	1	-0.2	-2
Cc1csc2ncc(C(=O)Nc3ccc4c(c3)OCCO4)c(=O)n12	nt	41	2	1	nt	3	-169	5	1.5	nt

Structures from the list above containing four or more nitrogen atoms, in the order listed:
SMILES	HSP90 inh	AI-2 QS mod	HSF1 activator	Platelet DG rel	KLF5 inh	SKKanGAS inh	aSyn UTR inh	HSF1 inh	HIF activator	IEC-6 tox
O=C(CCCCCNC(=O)N1CCn2c1nc1ccccc12)NCc1ccccc1	0	58	25	-12	-7	6	-1	10	-0.7	8
COC(=O)c1cc(OC)c(OC)cc1NC(=O)CSc1nnnn1Cc1ccccc1	1	16	8	5	-12	-20	-15	4	0.1	-3
OCCNc1nnc(-c2ccccc2)c(-c2ccccc2)n1	nt	14	0	-2	nt	6	-10	-1	0.3	nt

Additional compounds follow:
SMILES	HSP90 inh	AI-2 QS mod	HSF1 activator	Platelet DG rel	KLF5 inh	SKKanGAS inh	aSyn UTR inh	HSF1 inh	HIF activator	IEC-6 tox
CC1=C(N2CCOCC2)CCC1=O	nt	9	-7	-2	nt	-1	9	-4	0.2	nt
COc1ccc(Cn2c(C)c(C)c(C#N)c2NC(=O)Nc2ccccc2)cc1	2	-3	-5	6	13	5	11	-6	0.9	0
CC(C)(C)N1CCC1C(N)=O (centres undefined)	1	-8	-16	14	-5	-1	-3	-6	-1.9	3
N#C/C(=C\c1ccc([N+](=O)[O-])cc1)c1ccccn1	3	18	73*	0	-145	-3	-121	49	4.0	13
COc1ccccc1S(=O)(=O)Cc1ccc(C(=O)NCc2cccnc2)o1	-1	25	1	-1	-27	-8	-8	-3	-0.1	0
Cc1onc(-c2ccccc2Cl)c1C(=O)Nc1nnc(-c2cccc([N+](=O)[O-])c2)s1	-5	56	19	0	-17	14	-7	1	0.3	-5
CCc1ccccc1N(C(=O)Cn1nnc2ccccc21)C(C(=O)NCCOC)c1ccco1 (centres undefined)	3	-9	28	-3	-7	-4	-4	9	-0.1	4
CCSc1ccc([C@@H]2[C@@H]3C(=O)N(CC)C(=O)[C@@H]3[C@]3(C(=O)OC)CCCCN23)cc1	nt	11	12	-1	nt	1	-3	8	0.0	nt
COc1ccc(NS(=O)(=O)c2ccc(NS(=O)(=O)c3ccc(C)cc3)cc2)nn1	5	53	0	-6	-23	14	-11	-4	-0.4	-5
CC(=O)NC(CC(=O)Nc1ccc(S(=O)(=O)N2CCCC2)cc1)c1ccccc1 (centres undefined)	0	11	-1	5	-6	-5	4	-5	0.1	-3
COc1cccc(OCCNc2cc(Cl)ccc2[N+](=O)[O-])c1	1	9	25	6	-18	-3	-48	17	1.7	10
COc1ccc(C(=O)N2CCn3c2nc2ccccc23)cc1	1	8	9	13	-73	0	-108	0	1.6	0

Compound profiles, as listed above. Screens in order: HSP90 inh | AI-2 QS mod | HSF1 activator | Platelet DG rel | KLF5 inh | SKKanGAS inh | aSyn UTR inh | HSF1 inh | HIF activator | IEC-6 tox
Entry for CCN(CC)S(=O)(=O)c1ccc(-c2cc(C(=O)OC)sc2C(F)(F)F)cc1 : 3 | 17 | 16 | 8 | 2 | 9 | 0 | 1 | -0.7 | -9
Entry for COc1ccc(Cn2c(C)c(C)c(C#N)c2NC(=O)Nc2ccccc2)cc1 : 2 | -3 | -5 | 6 | 13 | 5 | 11 | -6 | 0.9 | 0
Entry for O=C(COC(=O)c1ccccc1NC(=O)c1ccco1)Nc1ncc(Cl)cc1Cl : -1 | -2 | 8 | 9 | -25 | -9 | 6 | 1 | -0.5 | -1

Later entries:
SMILES	HSP90 inh	AI-2 QS mod	HSF1 activator	Platelet DG rel	KLF5 inh	SKKanGAS inh	aSyn UTR inh	HSF1 inh	HIF activator	IEC-6 tox
CC(C)C(OC(=O)c1cccs1)C(=O)NCc1ccc2c(c1)OCO2 (centres undefined)	6	16	15	-1	-27	-3	13	11	-0.6	2
CC(C)C[C@H](NC(=O)N1CCn2c1nc1ccccc12)C(=O)NCCc1ccccc1	-5	9	1	4	-12	1	-6	2	-0.3	-8
COc1cccc(CNC(=O)Cc2ccc(-c3ccccc3)cc2)c1	0	7	-9	-1	-7	22	1	-10	0.6	9
CCN1CCN(c2nc(Nc3ccccc3F)nc(N)c2[N+](=O)[O-])CC1	-2	35	2	-35	-23	0	20	-6	-0.4	2
CCOC(=O)N1CC=C2C(C#N)=C(N)C(C#N)(C#N)[C@H](c3ccc(OC(C)C)c(OCC)c3)[C@H]2C1	2	11	-5	32	-6	5	-19	2	-0.3	0
O=C1C(Cl)=C(N2CCCCC2)C(=O)N1c1ccccc1Cl	1	42	-16	-2	-4	0	13	-6	-0.2	1
COc1ccccc1C(CCN(Cc1cccs1)C(C)=O)c1ccco1 (centres undefined)	-1	8	14	-18	-9	1	3	7	-0.2	1
COCCCn1c(-c2ccsc2)nc2c1c(=O)[nH]c(=O)n2Cc1ccccc1	-1	6	7	10	-13	22	15	-3	-0.2	2
O=C(NCCS(=O)(=O)NCc1ccccc1Cl)c1ccccc1	nt	5	13	1	nt	-5	8	8	0.3	nt
COc1c(Br)cc2c(C)c(C(=O)O)oc2c1Br	-2	18	-14	4	-10	6	14	-1	0.3	-4
O=C(O)c1ccc(CSc2nc(-c3ccc(Cl)cc3)cc(C(F)(F)F)n2)cc1	-1	12	3	-7	0	52*	35	-12	nt	2
CC(C)CCCN1CCN=C1Nc1ccccc1	-2	12	-16	2	5	5	-5	-4	-0.2	2
Cc1ccc2c(c1)N(CC(=O)NCCCN1CCCCC1)C(=O)CO2	-1	19	-4	5	-9	-3	7	4	-0.6	-5
CC(=O)NCCC(=O)Nc1cc(F)ccc1C	-6	20	4	2	7	-2	-16	-4	0.0	-6
Oc1c(Cl)cc(Cl)cc1CNc1nc2ccccc2[nH]1	2	-29	12	-4	-6	16	-17	6	0.3	-2
COc1cccc(CC(=O)NNC(=O)c2ccc3c(c2)OCO3)c1	2	-6	-1	2	-42	-12	-4	-2	-0.1	-1
COc1ccc(/C=C/C(=O)NC(C)(C)C)cc1S(=O)(=O)N1CCOCC1	0	43	8	-5	-19	1	-15	1	-0.1	5
CCOC(=O)/C(C#N)=C1/C=Cc2ccccc2N1CC	4	28	-2	1	-28	3	-1	-3	-0.3	1
CN(C)S(=O)(=O)c1ccc(Cl)c(NC(=O)CN2CCCCCC2)c1	0	-5	-1	-6	-21	3	48	0	0.2	3
CC1=NN(c2ccccc2)C(=O)/C1=C\N1CC(C)OC(C)C1 (centres undefined)	-2	3	11	7	-11	1	8	1	0.1	-1
CN(C)S(=O)(=O)c1cccc(C(=O)Nc2cc(Cl)ccc2O)c1	2	0	15	8	-20	2	-87	7	1.4	1
